Tcruzi prolif: T. cruzi proliferation inhibition; T. cruzi beta-gal in NIH3T3, GalScreen luminescence, 90 h; inhibition, % at 8.34 µM; 5.9% of 77,000 active;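 active = mean inhibition above about 93%, with at least 55% of replicates each passing it, limit read from the data, passing the limit was not always enough; inconclusive = only one of those two conditions holds; inactive = neither condition holds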
C diff growth: inhibitors of Clostridium difficile growth. Clostridium difficile clinical isolate growth, OD600, 24 h; stronger effect = lower value. growth activity, negative = inhibition, % at 16 µg/mL (by protocol). 0.25% of 86,000 active;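 active = mean growth activity at or below -80% and every replicate also at or below -80%; inconclusive = mean at or below -80% but some replicate above -80%; inactive = mean growth activity above -80%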;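 note: 0% = DMSO wells and -100% = levofloxacin 16 µg/mL wells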
Pf Dd2 growth: blocks growth of Plasmodium falciparum Dd2 parasites; P. falciparum Dd2 growth, SYBR Green, 72 h; stronger effect = lower value; activity change, % at 10 µM; 2.3% of 94,000 active; AID 1159554; in the data active = activity change below about -80%; inconclusive = no clear call, values can overlap the other calls
GASC1 inh: KDM4C (human) demethylase inhibition. GST-KDM4C 2-372, H3K9me3 peptide, LANCE TR-FRET. inhibition, % at 12.5 µM. 0.15% of 96,000 active. Q9H3R0;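 active = mean replicate inhibition above about 25%, with at least 55% of replicates also reaching it, limit read from the data, passing the limit was not always enough; inconclusive = only one of those two conditions met; inactive = neither condition met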
Target sequence (Q9H3R0 2-372 limits assumed): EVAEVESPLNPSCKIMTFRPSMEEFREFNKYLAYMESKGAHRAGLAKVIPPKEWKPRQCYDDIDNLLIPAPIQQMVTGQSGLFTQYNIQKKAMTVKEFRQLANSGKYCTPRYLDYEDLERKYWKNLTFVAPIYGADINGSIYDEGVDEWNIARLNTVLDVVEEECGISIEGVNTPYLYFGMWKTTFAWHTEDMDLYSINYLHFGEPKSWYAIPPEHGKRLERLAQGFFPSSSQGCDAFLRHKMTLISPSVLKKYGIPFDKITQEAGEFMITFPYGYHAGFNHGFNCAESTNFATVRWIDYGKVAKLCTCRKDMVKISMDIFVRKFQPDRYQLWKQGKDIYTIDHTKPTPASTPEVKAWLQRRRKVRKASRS
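Test system – GST-tagged GASC-1 (JMJD2C) catalytic fragment, aa 2-372 · Medium – HEPES buffer, pH 7.5, plus ascorbate · Reagent – H3K9me3 peptide with Fe(II)/2OG · Compound – one test concentration per compound · Timing – 30 min reaction, 60 min detection, RT · Technique – TR-FRET with Eu antibody and ULight streptavidin, EDTA stop · Read-out basis – inhibition from TR-FRET ratio decrease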
* marks the source's active call; other numbers are inactive results; u = inconclusive; x = no result given.

| Molecule | Tcruzi prolif | C diff growth | Pf Dd2 growth | GASC1 inh |
| --- | --- | --- | --- | --- |
| O=C(c1ccc(F)cc1)N1CC(=O)N2[C@H](CO)[C@@H](c3ccc(-c4ccccc4)cc3)[C@H]2C1 | x | 0.2 | -34.2 | -1.5 |
| CC(C)NC(=O)Nc1ccc2c(c1)C(=O)N([C@H](C)CO)C[C@H](C)[C@H](CN(C)C(=O)C1CCCCC1)OCCCC[C@H](C)O2 | -7.1 | -5.9 | -27.4 | -0.2 |
| COc1ccc(NC(=O)Nc2ccc3c(c2)CC(=O)N([C@@H](C)CO)C[C@@H](C)[C@H](CN(C)S(=O)(=O)c2cn(C)cn2)O3)cc1 | 13.9 | -7.5 | 18.7 | -0.9 |
| COc1ccccc1C#Cc1ccc2c(c1)O[C@H](CN(C)Cc1cncnc1)[C@H](C)CN([C@H](C)CO)S2(=O)=O | 94.9 | -1.7 | -40.6 | 2.6 |
| CNC(=O)C[C@H]1CC[C@H]2[C@@H](COc3ccc(NC(=O)c4cccs4)cc3C(=O)N2C)O1 | 22.8 | -8.5 | -6.3 | -0.4 |
| COCC#Cc1ccc([C@H]2[C@@H](CO)N3CCCCN(Cc4cncnc4)C[C@H]23)cc1 | 108.8* | -1.4 | 28.0 | 0.4 |
| O=C(c1cccc(F)c1)N1CC(=O)N2[C@H](C1)[C@@H](c1ccc(-c3cccnc3)cc1)[C@@H]2CO | x | -2.5 | -87.6* | -2.0 |
| C[C@@H]1CN([C@@H](C)CO)C(=O)CCCn2cc(nn2)CO[C@@H]1CN(C)Cc1ccc2c(c1)OCO2 | -46.3 | x | 3.3 | 0.0 |
| CCOC(=O)N(C)C[C@H]1OCc2cn(nn2)CCCC(=O)N([C@@H](C)CO)C[C@@H]1C | 6.3 | x | 13.1 | -0.5 |
| CO[C@H]1CN(C)C(=O)c2cc(NC(=O)c3cc(C)on3)ccc2OC[C@H](C)N(C(=O)C2CC2)C[C@H]1C | 61.4 | -2.0 | -76.0 | -0.4 |
| CN1C(=O)c2cc(NC(=O)Cc3ccccc3)ccc2OC[C@@H]2O[C@@H](CC(=O)O)CC[C@@H]21 | 5.7 | -1.7 | 2.0 | 0.5 |
| Cc1noc(C)c1S(=O)(=O)Nc1ccc2c(c1)C(=O)N([C@H](C)CO)C[C@H](C)[C@@H](CN(C)C(=O)NC1CCCCC1)OCCCC[C@@H](C)O2 | 3.0 | -13.3 | -10.3 | 1.3 |
| Cc1ccc(S(=O)(=O)N(C)C[C@H]2OCCCC[C@H](C)Oc3ccc(NC(=O)NC(C)C)cc3C(=O)N([C@@H](C)CO)C[C@@H]2C)cc1 | -16.7 | -4.7 | -55.2 | 5.9 |
| COC(=O)N(C)C[C@H]1OCc2ccccc2-c2ccccc2C(=O)N([C@@H](C)CO)C[C@H]1C | 11.8 | x | 23.3 | -0.5 |
| COc1ccc(NC(=O)N2C[C@@H](O)COC[C@H]3O[C@H](CC(=O)NCc4ccncn4)CC[C@@H]32)cc1 | -38.0 | -3.9 | 13.1 | -3.2 |
| Cc1noc(C)c1S(=O)(=O)Nc1ccc2c(c1)C(=O)N([C@H](C)CO)C[C@H](C)[C@H](CN(C)Cc1ccccc1)OCCCC[C@H](C)O2 | x | -4.8 | -19.2 | 1.5 |
| COc1ccc(NC(=O)N(C)C[C@@H]2OCCCC[C@@H](C)Oc3ccc(NC(=O)C4CCCCC4)cc3C(=O)N([C@@H](C)CO)C[C@H]2C)cc1 | 41.4 | -1.0 | -10.0 | -1.3 |
| CN1C(=O)c2cc(NC(=O)Cc3ccccc3)ccc2OC[C@H]2O[C@H](CC(=O)NCC3CC3)CC[C@H]21 | -71.4 | 5.2 | -14.6 | 1.2 |
| C[C@@H]1CN([C@H](C)CO)C(=O)Cc2cc(NS(=O)(=O)c3ccc(Cl)cc3)ccc2O[C@H]1CN(C)C(=O)Nc1cccc2ccccc12 | 9.8 | -0.7 | -31.2 | -2.0 |
| COc1cccc(S(=O)(=O)N(C)C[C@@H]2Oc3ncc(C#Cc4ccc(C(F)(F)F)cc4)cc3C(=O)N([C@H](C)CO)C[C@@H]2C)c1 | 103.4* | 0.7 | -79.9 | -1.1 |
| C[C@@H]1CN([C@@H](C)CO)C(=O)c2cc(-c3cccc(C#N)c3)cnc2O[C@@H]1CN(C)C(=O)C1CCC1 | -121.2 | -0.9 | -0.4 | 1.7 |
| C[C@@H]1CN([C@@H](C)CO)C(=O)c2cc(NS(C)(=O)=O)ccc2O[C@@H]1CN(C)Cc1ccc(-c2ccccc2)cc1 | x | -4.8 | 3.6 | 0.0 |
| CO[C@H]1CN(C)C(=O)c2ccc(NC(=O)c3ccccc3)cc2OC[C@H](C)N(C(=O)C2CC2)C[C@@H]1C | x | -5.8 | -28.1 | 0.3 |
| C[C@H]1CN([C@@H](C)CO)C(=O)c2cc(NC(=O)Nc3cccc4ccccc34)ccc2O[C@H]1CN(C)S(C)(=O)=O | x | -2.5 | 5.3 | -0.1 |
| C/C=C/c1cnc2c(c1)C(=O)N([C@@H](C)CO)C[C@H](C)[C@H](CN(C)C(=O)C1CC1)O2 | -52.6 | 7.3 | 37.2 | -0.6 |
| C[C@@H]1CN([C@@H](C)CO)C(=O)CCCn2cc(nn2)CO[C@@H]1CN(C)CC1CCCCC1 | -10.3 | -2.1 | 16.9 | 1.1 |
| C[C@@H]1CN([C@H](C)CO)C(=O)c2cc(NS(=O)(=O)c3ccc(F)cc3)ccc2O[C@H]1CN(C)C(=O)Nc1ccccc1 | -36.4 | 1.3 | 16.0 | 0.0 |
| O=C(N[C@H]1CC[C@@H](CCn2cc(C3CC3)nn2)O[C@H]1CO)c1cccnc1 | 17.7 | x | 7.7 | -1.0 |
| O=C(Nc1ccccc1)[C@H]1[C@H](CO)[C@H]2Cn3c(cccc3=O)[C@H]2N1C(=O)C1CC1 | 59.6 | -3.3 | -1.8 | -0.6 |
| C[C@@H](O)C#Cc1ccc([C@H]2[C@H]3CN(C(=O)c4ccncc4)CCCCN3[C@H]2CO)cc1 | u | -7.4 | -5.0 | 0.5 |
| C[C@@H]1CCCCO[C@H](CN(C)C(=O)C2CCCCC2)[C@@H](C)CN([C@H](C)CO)C(=O)c2cc(NC(=O)c3ccncc3)ccc2O1 | 43.2 | -2.1 | 10.4 | -2.5 |
| O=C(C[C@@H]1C[C@@H]2c3cc(NC(=O)C4CCC4)ccc3O[C@@H]2[C@@H](CO)O1)NCc1ccc(-c2ccccc2)cc1 | 3.9 | 0.8 | -11.0 | -3.4 |
| O=C(C[C@H]1C[C@@H]2c3cc(NC(=O)c4ccc5c(c4)OCO5)ccc3O[C@@H]2[C@@H](CO)O1)NCc1cc(F)ccc1F | 52.3 | x | -17.4 | 0.9 |
| N#Cc1ccc(-c2ccc3c(c2)[C@H]2[C@H](CCN2C(=O)c2ccccc2F)[C@@H](CO)N3)cc1 | 85.6 | 5.2 | -44.0 | -3.8 |
| COc1ccc(-c2ccc3c(c2)[C@H]2[C@H](CCN2S(=O)(=O)c2ccccc2F)[C@@H](CO)N3)cc1 | 1.2 | -4.7 | -45.0 | x |
| C[C@H]1CCCCO[C@H](CN(C)C(=O)Nc2cccc3ccccc23)[C@@H](C)CN([C@@H](C)CO)C(=O)c2cc(NC(=O)C3CCCCC3)ccc2O1 | 97.2 | -18.1 | -85.6* | -6.0 |
| C[C@H](CO)N1C[C@H](C)[C@H](CN(C)C(=O)Nc2ccc3c(c2)OCO3)Oc2cc(C#Cc3ccncc3)ccc2S1(=O)=O | 76.3 | 4.1 | -72.9 | -0.1 |
| CCCNC(=O)N1CC(=O)N2[C@H](C1)[C@@H](c1ccc(-c3ccccc3)cc1)[C@@H]2CO | x | -7.7 | 3.9 | x |
| O=C1CN(S(=O)(=O)Cc2ccccc2)C[C@H]2[C@H](c3ccc(C#CCC4CCCC4)cc3)[C@@H](CO)N12 | x | 37.4 | -6.9 | -0.1 |
| O=C(C[C@H]1C[C@@H]2c3cc(NC(=O)Nc4ccc(C(F)(F)F)cc4)ccc3O[C@@H]2[C@@H](CO)O1)NCCc1ccccc1 | 61.2 | 11.3 | -53.4 | -1.8 |
| O=C(C1CCOCC1)N1C[C@H]2[C@@H](c3ccccc31)[C@@H](CO)N2C(=O)c1ccccc1 | 21.1 | 7.1 | -3.3 | -3.2 |
| O=C(C[C@H]1C=C[C@@H](NC(=O)Nc2ccccc2F)[C@@H](CO)O1)NCc1ccc(-c2ccccc2)cc1 | x | 45.7 | 24.4 | -0.4 |
| O=S(=O)(Cc1ccccc1)N1CCCCN2[C@H](CO)[C@H](c3ccc(C#Cc4ccccc4)cc3)[C@@H]2C1 | 106.2* | -4.6 | -75.6 | -2.8 |
| C[C@H](CO)N1C[C@H](C)[C@@H](CN(C)Cc2ccncc2)OCCCC[C@H](C)Oc2ccc(NC(=O)Cc3ccccc3)cc2C1=O | -14.0 | 0.2 | -4.7 | -1.2 |
| Cc1cccc(-c2ccc([C@H]3[C@@H](CO)N4CCCCN(Cc5cccnc5)C[C@H]34)cc2)c1 | 99.4* | -4.6 | -54.8 | -0.7 |
| C[C@H](CO)N1C[C@H](C)[C@H](CN(C)Cc2ccc(Oc3ccccc3)cc2)Oc2ncc(-c3cncnc3)cc2C1=O | x | -9.2 | 9.5 | 7.7 |
| CC(C)NC(=O)N1CC2(C1)[C@H](c1ccccc1)[C@H](CO)N2C(=O)c1ccccn1 | x | -1.2 | 0.5 | 1.9 |
| C[C@H]1CN([C@@H](C)CO)C(=O)Cc2cc(NC(=O)Nc3cccc4ccccc34)ccc2O[C@@H]1CN(C)Cc1ccc(Oc2ccccc2)cc1 | 92.9 | 3.2 | -23.7 | -0.1 |
| CNC[C@@H]1OCCCC[C@H](C)Oc2ccc(NC(=O)c3ccccc3)cc2C(=O)N([C@H](C)CO)C[C@H]1C | -0.6 | -1.3 | x | 1.6 |
| Cc1noc(C)c1NC(=O)N(C)C[C@H]1Oc2ncc(C#CCC(C)C)cc2C(=O)N([C@H](C)CO)C[C@@H]1C | 64.4 | 3.7 | -5.0 | 0.1 |

Pulled by compound from the entries so far (2):
| Molecule | Tcruzi prolif | C diff growth | Pf Dd2 growth | GASC1 inh |
| --- | --- | --- | --- | --- |
| COc1ccc(-c2ccc3c(c2)[C@H]2[C@H](CCN2S(=O)(=O)c2ccccc2F)[C@@H](CO)N3)cc1 | 1.2 | -4.7 | -45.0 | x |
| CNC[C@@H]1OCCCC[C@H](C)Oc2ccc(NC(=O)c3ccccc3)cc2C(=O)N([C@H](C)CO)C[C@H]1C | -0.6 | -1.3 | x | 1.6 |

Gathered by group: the compounds so far containing a CF3 group.
| Molecule | Tcruzi prolif | C diff growth | Pf Dd2 growth | GASC1 inh |
| --- | --- | --- | --- | --- |
| COc1cccc(S(=O)(=O)N(C)C[C@@H]2Oc3ncc(C#Cc4ccc(C(F)(F)F)cc4)cc3C(=O)N([C@H](C)CO)C[C@@H]2C)c1 | 103.4* | 0.7 | -79.9 | -1.1 |
| O=C(C[C@H]1C[C@@H]2c3cc(NC(=O)Nc4ccc(C(F)(F)F)cc4)ccc3O[C@@H]2[C@@H](CO)O1)NCCc1ccccc1 | 61.2 | 11.3 | -53.4 | -1.8 |

Further compounds follow:
| Molecule | Tcruzi prolif | C diff growth | Pf Dd2 growth | GASC1 inh |
| --- | --- | --- | --- | --- |
| CO[C@@H]1CN(C)C(=O)c2cc(NC(C)=O)ccc2OC[C@@H](C)N(C(=O)CC2CC2)C[C@H]1C | -37.6 | -4.6 | 17.7 | x |
| COCC#Cc1cnc2c(c1)C(=O)N([C@@H](C)CO)C[C@@H](C)[C@@H](CN(C)C(=O)Cc1cccnc1)O2 | x | -5.5 | -7.3 | -2.4 |
| C[C@@H]1CCCCO[C@H](CN(C)Cc2ccc(C(F)(F)F)cc2)[C@H](C)CN([C@H](C)CO)C(=O)c2cc(NS(=O)(=O)c3cn(C)cn3)ccc2O1 | 77.2 | -1.6 | -43.8 | 1.0 |
| CO[C@H]1CN(C)C(=O)c2ccc(NC(=O)C3CC3)cc2OC[C@@H](C)N(C(=O)Cc2ccccn2)C[C@@H]1C | 18.5 | x | 19.4 | -0.3 |
| CC(C)NC(=O)N(C)C[C@H]1Oc2ccc(NC(=O)Nc3ccc4c(c3)OCO4)cc2C(=O)N([C@@H](C)CO)C[C@@H]1C | -10.9 | x | 19.8 | 0.0 |
| C[C@H](CO)N1C[C@H](C)[C@@H](CN(C)Cc2ccccc2)Oc2ncc(Br)cc2C1=O | 2.6 | 9.5 | -4.0 | 0.6 |
| O=C(C[C@@H]1C=C[C@@H](NC(=O)Cc2ccccn2)[C@H](CO)O1)NCCc1ccccc1 | x | -0.1 | x | 0.5 |
| O=C(Nc1cccc(Cl)c1)N1C[C@@H]2[C@H](c3ccccc31)[C@@H](CO)N2Cc1cccnc1 | 37.4 | -5.9 | -13.1 | -0.2 |
| CCS(=O)(=O)N1CC2(C1)[C@H](c1ccccc1)[C@@H](CO)N2CCC(F)(F)F | x | -6.0 | 21.8 | -2.1 |
| CN1C(=O)c2cc(NC(=O)C3CC3)ccc2OC[C@@H]2O[C@@H](CC(=O)NCC3CCCCC3)CC[C@@H]21 | -7.1 | 1.1 | 4.0 | -3.8 |

Compound activity from PubChem BioAssay.
